HCV inh: HCV inhibition | Huh7.5.1 HCVcc-Cre infection, luciferase reporter, 44 h | Potency, µM (titrated, usually from 41.8 µM), for inactives: at the top dose activity change, negative = inhibition, most hits filed as inhibitors | 340,000 tested, 3.4% active; also: potency is read from the fitted curve at half-maximal effect
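Antiviral activity was scored by luciferase reporter output from cells infected with HCVcc-Cre (~0.5 moi) in presence of compound, 44 h infection period, cells seeded 1,000/well 4 h prior.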
Sm TGR block: inhibitors of Schistosoma mansoni thioredoxin glutathione reductase; 360,000 tested, 3% active; purified TGR, DTNB reduction, TNB absorbance 405 nm; Potency, µM (series often up to 114 µM), without a hit: at the highest dose activity change, negative = inhibition, most hits filed as inhibitors; Q962Y6; also: potency is read from the fitted curve at half-maximal effect; nearly all actives have a fitted effect of over 60% in size
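First, TGR (20 nM dispensed) and NADPH were mixed with compound. Second, a 15 min room-temperature incubation followed. Third, further NADPH and then DTNB were added to start the reaction. Finally, TNB absorbance was monitored kinetically.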
HCMV antiviral: inhibitors of human cytomegalovirus; HFF cells, HCMV-luciferase reporter, 72 h; active compounds read low; activity change, negative = inhibition, % at 57.5 µM; 410,000 tested, 4.5% active; AID 1259415; in the data active = activity change below about -60%; inconclusive = no clear call, values can overlap the other calls; inactive = above about -39%
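Two-dose cell screen: HFF monolayers treated with compounds and infected with luciferase-expressing HCMV at 1 PFU/cell, 72 h at 37C, then lysed for luciferase measurement.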
AmpC detergent: inhibitors of E. coli AmpC beta-lactamase with detergent | AmpC hydrolysis of nitrocefin, absorbance 480 nm, 0.01% Triton | AID 485294 | 370,000 tested, 0.041% active | Potency, µM (titrated, usually from 114 µM), without a hit: at the highest dose activity change, negative = inhibition, hits mostly inhibitors;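 also: potency is read from the fitted curve at half-maximal effect; 0% = no-compound wells and -100% = no-enzyme wells; nearly all actives have a fitted effect of over 25% in size; some results filed as inactive show a strong effect at the top dose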
Target sequence (P00811 whole entry, looked up): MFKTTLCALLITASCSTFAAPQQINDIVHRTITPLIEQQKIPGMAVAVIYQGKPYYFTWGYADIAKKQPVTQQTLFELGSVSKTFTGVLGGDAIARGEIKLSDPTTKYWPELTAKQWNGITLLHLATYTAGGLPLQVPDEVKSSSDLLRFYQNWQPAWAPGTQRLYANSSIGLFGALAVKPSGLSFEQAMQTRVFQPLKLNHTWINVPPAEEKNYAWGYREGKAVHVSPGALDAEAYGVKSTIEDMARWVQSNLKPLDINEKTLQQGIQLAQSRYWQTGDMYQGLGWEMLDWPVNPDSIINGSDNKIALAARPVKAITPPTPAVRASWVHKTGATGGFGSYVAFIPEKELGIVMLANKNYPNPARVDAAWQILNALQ
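20 mM phosphate pH 7.0 + 0.01% (detergent screen) or 0.0001% Triton X-100; 5.3 nM AmpC reagent; cpd preinc 15 min RT; nitrocefin (800 uM stock) to start; A480 q20 s × 4 min; Activity was normalised to no-enzyme and no-compound control wells.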
AMA1 RON2 block: inhibitors of Plasmodium falciparum AMA1-RON2 interaction. Potency, µM (highest dose often 58.2 µM), for the others: at the top dose activity change, negative = inhibition, hits mostly inhibitors. 360,000 tested, 0.2% active. AlphaScreen AMA1-biotinylated RON2 peptide binding;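 also: potency is read from the fitted curve at half-maximal effect; 0% = vehicle wells and -100% = peptide control; nearly all actives have a fitted effect of over 45% in size; some results filed as inactive show a strong effect at the top dose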
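AMA1 (3D7) with his tag at 25 nM final met compounds first, then biotinylated RON2 peptide at 25 nM; detection used donor plus acceptor beads, 10 µg/mL apiece, read by AlphaScreen after 30 min at room temperature.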
Giardia FBPA inh: Giardia lamblia aldolase inhibition. A8B2U2. purified Giardia FBPA. Potency, µM (series often up to 59.6 µM), without a hit: top-dose activity, negative = inhibition, hits mostly inhibitors. 290,000 tested, 0.71% active. AID 2451; also: potency is read from the fitted curve at half-maximal effect; nearly all actives have a fitted effect of over 55% in size
Target sequence (A8B2U2 whole entry, looked up): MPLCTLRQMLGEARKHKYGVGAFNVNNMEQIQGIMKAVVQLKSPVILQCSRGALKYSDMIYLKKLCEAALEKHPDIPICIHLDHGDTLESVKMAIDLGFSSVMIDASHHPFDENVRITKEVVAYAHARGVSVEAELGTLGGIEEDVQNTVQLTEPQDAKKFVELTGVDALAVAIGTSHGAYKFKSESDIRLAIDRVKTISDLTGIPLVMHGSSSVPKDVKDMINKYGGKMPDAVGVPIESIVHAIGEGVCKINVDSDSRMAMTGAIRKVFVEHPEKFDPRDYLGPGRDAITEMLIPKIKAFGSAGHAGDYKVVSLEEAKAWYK
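40 nM FBPA preincubated 10 min at RT with compound (up to 57.5 uM final), then substrate plus GAPDH/TPI/NAD/arsenate coupling and diaphorase/resazurin added. Fluorescence read after 20 min at RT, 525/598 nm.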
* hit, by the source's call; ? = inconclusive; . = no result given; [ ] = remark or other dose. Unless noted, calls follow the shape of the dose curve; as a rule, active = well fitted curve in the direction sought with a large enough effect; inconclusive = small, poorly fitted or top-dose-only effect, or another doubt; inactive = no such curve, though single readings can be large; an effect the other way counts as inactive or inconclusive. Unless noted, % is scaled to controls: 0 for no effect and ±100 for the full control effect.

[1] O=C(N/N=C/c1ccccc1OC(F)F)C1=COCCO1
[2] CC(C)N1CC(C(=O)Nc2ccc(Br)c(Cl)c2)CC1=O (stereo not given)
[3] CCN1CCN(c2cc(C)c3cc(NC(=O)c4cccc(Cl)c4)ccc3n2)CC1
[4] Cc1cc(C(=O)COC(=O)Cc2n[nH]c(=O)c3ccccc23)c(C)n1CC(F)(F)F
[5] CC(C)CC(=O)NS(=O)(=O)c1ccc(NS(C)(=O)=O)cc1
[6] CCc1nc(N[C@H](C(=O)O)C(C)CC)c2oc3ccccc3c2n1 (stereo not given in full)
[7] CCN(CC)C(=S)SCC(=O)NC12CC3CC(CC(C3)C1)C2
[8] COCCNC(=O)C1CC2Cn3c(nc4cc(C)c(C)cc43)C2N1C (stereo not given)
compound no.	1	2	3	4	5	6	7	8
HCV inh	?	3%	.	-3%	27%	2%	-24%	-4%[8.37 µM]
Sm TGR block	5%	-23%	12%	5%	.	7%	-2%	-8%
HCMV antiviral	-11	-17	7	-30	-10	-26	53	-21
AmpC detergent	-9%	2%	5%	0%	-6%	-2%	-4%	2%
AMA1 RON2 block	103%[activator]	3%	.	-1%	-2%	4%	6%[11.6 µM]	8%
Giardia FBPA inh	-11%	-2%	.	.	-5%	14%	-1%	4%

[9] N#C/C(=C/c1ccc(Sc2nc3ccccc3[nH]2)o1)c1cccc(Br)c1
[10] CC(C)Sc1nc2[nH]ncc2c(=O)[nH]1
[11] CCCNS(=O)(=O)c1ccc(OCC(=O)N2CCc3ccccc3C2)c(C)c1
[12] O=c1sc2ccccc2n1CCCOc1ccccc1
[13] NC(=O)C1CCN(C(=O)COc2ccc(S(=O)(=O)NCc3ccccc3)cc2Cl)CC1
[14] O=C(Cn1c(=O)n(Cc2ccc3c(c2)OCO3)c(=O)c2ccccc21)Nc1cccc(Cl)c1
[15] CCCC1c2ccsc2CCN1C(=S)NC (stereo not given)
[16] CCOC(=O)c1c(C)n(-c2ccccc2)c2ccc(OCCN(C)C)cc12
compound no.	9	10	11	12	13	14	15	16
HCV inh	8.9µM*	11%	?	?	0%	.	-4%	16µM*
Sm TGR block	-2%	3%	6%	22%	-9%	10%	1%	-8%
HCMV antiviral	-85*	-7	6	37	33	-1	-7	17
AmpC detergent	-3%	2%	-2%	-2%	0%	23%	-6%	-9%
AMA1 RON2 block	8%	11%	1%	51%[activator]	14%	.	-3%	-12%
Giardia FBPA inh	-10%	?	-1%	.	5%	.	-11%	5%

Next part (two carried over from the part before).
[15] CCCC1c2ccsc2CCN1C(=S)NC (stereo not given)
[16] CCOC(=O)c1c(C)n(-c2ccccc2)c2ccc(OCCN(C)C)cc12
[17] O=C(Cc1ccc(Cl)cc1)Nc1ccc(C(=O)N2CCOCC2)cc1
[18] O=C(CSc1ccc(F)cc1)NNC(=O)c1ccccc1Br
[19] Cc1ccccc1NC(=O)COC(=O)[C@@H]1CCCN1C(=O)c1cccs1
[20] C/C(=N/NC(=O)c1ccccn1)c1ccco1
[21] COC(=O)c1ccc(Cl)c(NC(=O)c2ccc(-c3ccccc3)cc2)c1
[22] COc1ccc(S(=O)(=O)N2CCN(C(=O)c3cccs3)CC2)cc1
[23] O=C(Cn1cnc2ccccc2c1=O)NC1CCCc2ccccc21 (stereo not given)
[24] NC(=O)c1ccc(NC(=O)c2cccc3c2OCCCO3)cc1
compound no.	15	16	17	18	19	20	21	22	23	24
HCV inh	-4%	16µM*	-3%	4%	7%	3%	.	-6%	13%	7%
Sm TGR block	1%	-8%	.	13%	.	-29%	-25%	3%	7%	-2%
HCMV antiviral	-7	17	-38	-36	2	12	.	-32	13	-17
AmpC detergent	-6%	-9%	0%	-4%	.	-1%	?	?	-1%	-9%
AMA1 RON2 block	-3%	-12%	3%	83%[activator]	-2%	5%	.	11%	2%	21%
Giardia FBPA inh	-11%	5%	0%	-23%	.	.	6%	4%	0%	2%

[25] O=C1CCCc2c1oc1c2CCCC1
[26] Cc1cc(NC(=O)CCC(=O)N(c2ccccc2)C(C(=O)NC2CCCCC2)c2cccs2)no1 (stereo not given)
[27] CC(C)(C)NC(=S)NNC(=O)c1cccc(Br)c1
[28] O=C(O)COc1ccc(-c2nc(-c3ccccc3)c(-c3ccccc3)[nH]2)cc1
[29] CCN(Cc1ccccc1)C(=O)c1cccc(S(=O)(=O)N2CCN(c3ccccc3)CC2)c1
[30] O=C(NCC(c1cccnc1)N1CCN(c2ccc(F)cc2)CC1)c1ccco1 (stereo not given)
[31] C=CCN1C(=O)/C(=c2\sc3nc(=O)c(Cc4ccccc4Cl)nn3c2=O)c2ccccc21
[32] Cc1cc(Br)ccc1NC(=O)Cn1cnc2sc(C)c(S(=O)(=O)N3CCN(C)CC3)c2c1=O
compound no.	25	26	27	28	29	30	31	32
HCV inh	-8%	2%	6%	9%	?	?	-7%	.
Sm TGR block	.	-2%	16%	-12%	2%	-6%	27%	-3%
HCMV antiviral	-23	-65*	0	18	-39	34	121	0
AmpC detergent	.	0%	4%	-10%	-17%	8%	0%	-3%
AMA1 RON2 block	-3%	-5%	80%[activator]	-11%	-29%	-3%	-19%	.
Giardia FBPA inh	.	3%	2%	-6%	.	8%	-23%	.

Down the list, quoted from above.
Compounds 25–29 in AmpC detergent read ., 0%, 4%, -10%, -17%

Compounds shown so far that have an NH in an aromatic ring, in the order listed:
[4] Cc1cc(C(=O)COC(=O)Cc2n[nH]c(=O)c3ccccc23)c(C)n1CC(F)(F)F
[9] N#C/C(=C/c1ccc(Sc2nc3ccccc3[nH]2)o1)c1cccc(Br)c1
[10] CC(C)Sc1nc2[nH]ncc2c(=O)[nH]1
[28] O=C(O)COc1ccc(-c2nc(-c3ccccc3)c(-c3ccccc3)[nH]2)cc1
compound no.	4	9	10	28
HCV inh	-3%	8.9µM*	11%	9%
Sm TGR block	5%	-2%	3%	-12%
HCMV antiviral	-30	-85*	-7	18
AmpC detergent	0%	-3%	2%	-10%
AMA1 RON2 block	-1%	8%	11%	-11%
Giardia FBPA inh	.	-10%	?	-6%

(more compounds)
[33] CCc1cccc(NC(=O)CCCCCC2NC(=O)NC2C)c1 (stereo not given)
[34] O=C(COC(=O)Cc1ccccc1)Nc1cccnc1Cl
[35] COCCN(C(=O)CNC(=O)c1ccco1)C(C(=O)NC1CCCCC1)c1cccnc1 (stereo not given)
[36] COc1cc2c(cc1OC)C(COc1ccccc1OC)N(C(=O)CC(C)C)CC2 (stereo not given)
[37] Fc1cccc(CSc2ccc(-c3ccc4c(c3)OCO4)nn2)c1
[38] COc1ccc2cc(/C=N/NC(=O)c3ccc(CN(c4cccc(Cl)c4Cl)S(C)(=O)=O)cc3)c(Cl)nc2c1
[39] CC(C)(C)c1ccc(C(=O)N2CCC(C(=O)NC3CCCCCC3)CC2)cc1
[40] COC(=O)c1cccc(Nc2c(-c3ccc(OC)cc3)nc3nc[nH]n23)c1
compound no.	33	34	35	36	37	38	39	40
HCV inh	-1%	4%	23%	.	-1%	-16%	1%	.
Sm TGR block	0%	-6%	-2%	-5%	-2%	4%	4%	0%
HCMV antiviral	29	28	24	2	?	37	33	82
AmpC detergent	5%	-17%	-2%	2%	-6%	-5%	-8%	1%
AMA1 RON2 block	-17%	-2%	-1%	.	9%	19%	9%	.
Giardia FBPA inh	-17%	6%	-2%	.	3%	1%	3%	.

[41] COc1ccc(C(=O)Nc2cc(C(F)(F)F)ccc2-n2cncn2)cc1
[42] CCC(CC)C1C(C#N)=C(N)Oc2n[nH]c(C)c21 (stereo not given)
[43] Cc1nn(Cc2ccc(Cl)cc2)c2sc(C(=O)O)cc12
[44] COc1ccc(CN2CC(C(=O)NCCN3CCN(c4ccccc4F)CC3)CC2=O)cc1 (stereo not given)
[45] O=C(NO)c1ccccc1C(F)(F)F
[46] O=C(COc1ccccc1Cl)Nc1cc(-c2ccccc2F)nn1-c1ccccc1
[47] O=C(COC(=O)Cc1c[nH]c2ccccc12)Nc1cccc2ccccc12
[48] Cn1c(/C(C#N)=C(\O)c2cccc(F)c2)nc2ccccc21
compound no.	41	42	43	44	45	46	47	48
HCV inh	?	6%	28%	?	11%	.	8%	-13%
Sm TGR block	0%	-3%	1%	-11%	31%	1%	-9%	-3%
HCMV antiviral	21	-24	-4	-20	-3	6	30	140
AmpC detergent	-8%	-7%	4%	0%	-1%	19%	0%	4%
AMA1 RON2 block	-15%	6%	5%	-3%	-4%	.	-8%	44%[activator]
Giardia FBPA inh	-1%	-29%	13%	8%	3%	.	-1%	?

[49] CCNC(=S)N(CCCO)Cc1cc2cc3c(cc2[nH]c1=O)OCCO3
[50] COc1cc2[nH]c(=O)c(C(=O)NCCCN3CCCCC3)c(O)c2cc1OC
[51] COc1ccc(NC(=O)CCn2c(=O)c3cccn3c3cccnc32)c(OC)c1
[52] COC(=O)c1sccc1S(=O)(=O)N(CC(=O)Nc1cc(C)cc(C)c1)c1ccc(Cl)cc1
[53] CCCCn1c(SCc2ncc(-c3ccccc3)o2)nc2cc(S(N)(=O)=O)ccc21
[54] Clc1ccc(-c2nnc3n2CCCS3)cc1
[55] CSCC[C@H](NC(=O)[C@H](Cc1ccccc1)n1c(=O)[nH]c2ccccc2c1=O)C(=O)N[C@@H](Cc1ccccc1)C(=O)O
[56] CC1CCc2c(sc(NC(=O)CSc3ncn[nH]3)c2C#N)C1 (stereo not given)
compound no.	49	50	51	52	53	54	55	56
HCV inh	-3%	?	.	.	6.3µM*	8%	23%	11µM*
Sm TGR block	-36%	-2%	4%	-1%	20µM*	7%	0%	4%
HCMV antiviral	82	61	?	27	?	20	15	-66*
AmpC detergent	-3%	3%	4%	-4%	-17%	0%	?	-8%
AMA1 RON2 block	-2%	4%	.	.	-3%	0%	-5%	63%[activator]
Giardia FBPA inh	1%	6%	.	.	-6%	9%	-7%	11%

[57] Cc1cc(OCC(=O)OCC(=O)N(C)c2c(N)n(Cc3ccccc3)c(=O)[nH]c2=O)ccc1Cl
[58] CC1CCCN(c2nc(N(C)c3ccccc3)nc(N)c2[N+](=O)[O-])C1 (stereo not given)
[59] CCCC(=O)Nc1c(-c2ccc(OC)cc2)c(=O)c2ccccc2n1C
[60] COc1ccc(NC(=O)CCCNC(=O)Cn2cnc3sc4c(c3c2=O)CCCC4)c(OC)c1
[61] O=C(Cc1ccccc1F)N1CCN(CC(=O)N2CCCC2)CC1
[62] O=C(CNc1ccc(F)cc1)c1ccccc1
[63] CCc1sc(Nc2cccc(C)c2C)nc1-c1cc2cccc(OC)c2oc1=O
[64] CC1=CC(C)(C)N2C(=O)C(=O)c3cc(OC(=O)c4ccco4)cc1c32
compound no.	57	58	59	60	61	62	63	64
HCV inh	6%	?	4%	-2%	2%	-10%	.	18%
Sm TGR block	8%	10%	-12%	4%	.	.	7%	.
HCMV antiviral	-12	7	-11	20	80	1	9	-88*
AmpC detergent	-6%	8%	0%	4%	.	2%	10%	5%
AMA1 RON2 block	19%	-21%	6%	10%	-3%	-15%	.	?
Giardia FBPA inh	.	-2%	-2%	13%	.	0%	.	?

A few values from the results shown.
Entry for no. 6 in Giardia FBPA inh: 14%
Entry for no. 39 in HCMV antiviral: 33
Entry for no. 57 in AmpC detergent: -6%
Entry for no. 19 in HCMV antiviral: 2
Entry for no. 37 in AmpC detergent: -6%

Source: PubChem
